esBAF inh = SWI/SNF esBAF complex inhibition; mouse ES cells, Bmi1-luciferase knock-in reporter, 24 h; 100% = twice the neutral-well signal; reporter increase, % at 12.5 µM; 350,000 tested, 2% active; AID 602393; in the data active means activation above about 40%;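 further: 0% = median of the plate's neutral control wells and 100% = double that signal; a rise in the Bmi1 reporter signal indicates esBAF inhibition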
RAD54 inh = RAD54 (human) branch migration inhibition; Q92698; RAD54 Holliday junction branch migration, FAM/BHQ fluorescence; inhibition, % at 10.4 µM; 360,000 tested, 0.14% active;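 active means mean normalized replicate activity at least 40 and at least half of replicates scoring 40 or more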;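 further: 0% = median of neutral control wells and 100% = median of positive control wells; inhibitors cause a drop in the FAM fluorescence signal; in these data hits start at about 50%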
Target sequence (Q92698 whole entry, looked up): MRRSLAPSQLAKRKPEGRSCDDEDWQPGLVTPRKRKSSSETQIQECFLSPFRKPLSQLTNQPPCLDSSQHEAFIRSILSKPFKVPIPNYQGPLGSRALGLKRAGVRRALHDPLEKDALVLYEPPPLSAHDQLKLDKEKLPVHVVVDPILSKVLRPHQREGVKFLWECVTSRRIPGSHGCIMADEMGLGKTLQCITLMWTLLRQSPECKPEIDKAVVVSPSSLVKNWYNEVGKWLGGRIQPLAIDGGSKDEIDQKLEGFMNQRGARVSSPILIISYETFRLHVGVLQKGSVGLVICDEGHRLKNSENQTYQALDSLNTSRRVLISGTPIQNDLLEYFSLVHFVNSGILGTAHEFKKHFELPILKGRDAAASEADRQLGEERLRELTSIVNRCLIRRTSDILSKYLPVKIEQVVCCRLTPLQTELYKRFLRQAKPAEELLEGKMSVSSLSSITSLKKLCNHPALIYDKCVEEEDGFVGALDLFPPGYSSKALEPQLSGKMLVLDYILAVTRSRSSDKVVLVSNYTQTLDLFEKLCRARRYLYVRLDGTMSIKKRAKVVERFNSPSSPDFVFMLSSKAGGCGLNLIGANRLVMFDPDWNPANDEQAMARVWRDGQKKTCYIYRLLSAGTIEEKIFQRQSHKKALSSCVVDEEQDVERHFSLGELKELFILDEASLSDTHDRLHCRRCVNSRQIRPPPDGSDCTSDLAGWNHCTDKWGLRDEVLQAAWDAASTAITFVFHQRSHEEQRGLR
FN deposit inh = fibronectin deposition inhibition | 350,000 tested, 0.086% active | inhibition, % at 12.6 µM | AH1F fibroblasts, Alexa488-fibronectin deposition fluorescence, overnight;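 active means mean inhibition across replicates of 30% or more, regardless of how many single replicates reach that level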;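 further: positive control wells lacked labelled fibronectin entirely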
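Measured by – fluorescence 485/525 nm · System – AH1F fibroblast monolayer, labelled fibronectin deposition · Amount – 10000 cells per well · Buffer or medium – serum-reduced DMEM (2% serum) · Doses – single dose, pinned · Also added – fluorescent fibronectin at 24 nM final · Schedule – 1 h cell attachment, overnight exposure to compound and label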
Xi reactivation = X-chromosome reactivation activator. XiGFP mouse fibroblasts, % GFP-positive cells imaging, 3 d; cells co-treated with 5-aza-dC sensitizer; scaled so ellipticine positive control = 100%. activation, % at 7.58 µM. 360,000 tested, 0.055% active;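 active means mean normalized replicate activation at least 10% and every replicate at or above 10%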;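 further: 0% = median of on-plate neutral control wells and 100% = ellipticine 6 µM median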
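Assay system: SV40-immortalized XiGFP fibroblast cells, line 68-5-11; buffer or medium: DMEM plus 5-aza-dC sensitizer; compound: one concentration, pinned; timing: compounds 3 days, fix/stain 15 min at room temperature; benchmarks: positive control ellipticine, 6 µM final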
RAD52 inh = blocks human RAD52 DNA annealing; P43351; inhibition, % at 18.7 µM; recombinant RAD52 DNA annealing, FRET fluorescence; 360,000 tested, 0.46% active;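 active means every replicate showing at least 50% inhibition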
EWS-Fli block = blocks EWS/Fli oncoprotein-driven transcription | A673 NR0B1-luciferase reporter, viability-normalised | inhibition, % at 12.6 µM | 350,000 tested, 0.67% active;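 active means mean inhibition of at least 50% after viability correction, with every replicate also passing that limit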;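 further: firefly luciferase signal divided by Alamar Blue viability fluorescence both relative to DMSO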
S100A4 MyoIIA = inhibitors of human S100A4 binding to myosin IIA peptide. P26447. S100A4/TAMRA-MyoIIA peptide fluorescence polarization. AID 652163. 360,000 tested, 0.14% active. inhibition, % at 10.7 µM;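 active means mean inhibition of at least 70% across replicates, with every replicate also reaching that level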
Target sequence (P26447 whole entry, looked up): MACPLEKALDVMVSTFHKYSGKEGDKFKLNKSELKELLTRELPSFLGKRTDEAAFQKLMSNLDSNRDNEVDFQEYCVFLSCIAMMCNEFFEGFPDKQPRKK
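Test system: S100A4 monomer protein; Medium: HEPES pH 7.2 with CaCl2, KCl, NaCl, DTT, Triton; Probe or stimulus: TAMRA-labelled myosin IIA heavy-chain peptide probe, 5 nM; Doses: one dose per compound; Times: polarization read 5 min after assay mix addition, stable 5–60 min; Benchmarks: neutral control DMSO, positive control TFP.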
E-selectin induc = E-selectin induction on HUVECs | P16581 | HUVEC E-selectin immunofluorescence imaging; normalized: neutral wells 0, TNF-alpha wells 100 | activation, % at 7.58 µM | 260,000 tested, 0.37% active;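 active means mean E-selectin-positive cell signal at least 10% of the positive control, reached in at least 60% of replicates, without over 20% cell loss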;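 further: in these data hits start at about 27%; measured in HUVEC primary endothelial cells; signal is the percent of cells scored E-selectin positive by PE staining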
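System: HUVEC / Compound: single concentration / Signal: immunofluorescence imaging / Read-out: percent E-selectin-positive cells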
An asterisk follows results filed as active; . = no result given.

SMILES | esBAF inh | RAD54 inh | FN deposit inh | Xi reactivation | RAD52 inh | EWS-Fli block | S100A4 MyoIIA | E-selectin induc
CC(O)(c1cccc(F)c1)c1nc(-c2cccc(F)c2)cs1 (configuration not stated) | 5 | -13 | 8 | 0.0 | -3 | 6 | 4 | 0.0
C[C@@H]1CCCCO[C@@H](CN(C)C(=O)CCC(F)(F)F)[C@@H](C)CN([C@H](C)CO)C(=O)c2cc(NS(C)(=O)=O)ccc2O1 | -6 | -11 | . | 0.0 | -1 | -2 | -25 | 0.1
CCOC(=O)C1=C(C)N(C)C(=S)NC1c1c(OCC)ccc2ccccc12 (configuration not stated) | . | . | . | 0.2 | -17 | 2 | 2 | .
CCCC#Cc1ccc2c(c1)O[C@H](CN(C)CCC)[C@H](C)CN([C@@H](C)CO)S2(=O)=O | -2 | 0 | . | -1.2 | -22 | 1 | 20 | 0.0
COc1ccccc1CNC(=O)Cn1nc(C(F)(F)F)cc1C | -2 | -1 | -5 | 0.2 | -16 | 1 | -4 | .
Cc1ccccc1N1CC(C(=O)Nc2nnc(SCc3ccccn3)s2)CC1=O (configuration not stated) | 3 | -22 | . | -0.1 | -49 | . | 3 | 0.0
CCc1nc2c(OCC3CCCCC3)cccn2c1N(C)C(=O)c1ccccc1F | 12 | -6 | 9 | 0.1 | -70 | 14 | -3 | 0.0
O=[N+]([O-])c1cccc(COc2ccccc2CN2CCCCC2)c1 | -10 | 16 | -2 | -0.1 | 2 | 6 | 0 | .
CN(C)CCCN(C(=O)c1ccc2c(c1)CCCC2)c1nc2ccc(Cl)cc2s1 | . | . | 4 | 0.0 | 42 | . | -3 | 0.2
CCOC(=O)c1ccc(NC(=O)c2nc[nH]c2C(=O)N[C@@H](CCCCNC(=O)OC(C)(C)C)C(=O)OC(C)(C)C)cc1 | -23 | 0 | -11 | 0.4 | -8 | 3 | -22 | 0.3
Cc1nn(Cc2ccccc2)c(C)c1CNC(=O)[C@H](C)N=C1NS(=O)(=O)c2ccccc21 | 2 | -7 | 0 | 0.6 | -22 | 0 | 12 | 1.5
COc1cc(NC(=O)CCCn2c(=O)oc3ccccc32)cc(OC)c1 | -10 | 2 | -2 | 0.4 | -7 | -1 | -4 | 0.0
CCc1nc2ccc(C(=O)Nc3cccc(OCC(=O)N(C)C)c3)cn2c1N(CC)CCOC | 3 | -6 | 2 | 0.0 | -1 | 2 | -3 | 2.4
CC(=O)N(C)C[C@H]1Oc2cc(C#Cc3ccccc3F)ccc2S(=O)(=O)N([C@H](C)CO)C[C@@H]1C | 1 | 2 | 0 | -0.1 | 7 | -2 | 2 | 0.1
COc1cccc(-c2cc(C(F)(F)F)n3nc(C(=O)Nc4c(C)n(C)n(-c5ccccc5)c4=O)cc3n2)c1 | -4 | -1 | -6 | 0.2 | -10 | -8 | -37 | 0.1
COc1cc(Nc2ccc(S(=O)(=O)N3CCN(C)CC3)cc2[N+](=O)[O-])cc(OC)c1 | 0 | 5 | 8 | 0.0 | 3 | -1 | -1 | .
CCCCCCSc1nc2c(c(=O)[nH]c(=O)n2C)n1C | -10 | -3 | -10 | 0.0 | -5 | 6 | 0 | .
O=C(NCc1ccc2c(c1)OCO2)C1CCC(CNS(=O)(=O)c2cccc3nsnc23)CC1 (configuration not stated) | -3 | 11 | -7 | 0.0 | 5 | 4 | 1 | 0.2
CC1C(=O)N(Cc2cn(CC3CCCCC3)nn2)CCS(=O)(=O)N1Cc1ccc(-c2cccc(N(C)C)c2)cc1 (configuration not stated) | 14 | -10 | -2 | 0.1 | -14 | -15 | -1 | -0.2
COc1ccc(S(=O)(=O)N(C)C[C@H]2Oc3c(NC(=O)C4CCCCC4)cccc3C(=O)N([C@H](C)CO)C[C@H]2C)cc1 | 0 | -9 | . | 0.0 | 6 | 0 | -4 | -0.1
C[C@H](NC(=O)C[C@H]1C=C[C@H](NS(=O)(=O)c2cccc(F)c2)[C@H](CO)O1)c1ccccc1 | 0 | 6 | -4 | 0.3 | 11 | -8 | 12 | 0.0
COc1cc(CC(NC(C)=O)C(=O)NC2CCN(c3nc(OC)nc(OC)n3)CC2)cc(OC)c1 (configuration not stated) | -6 | . | 12 | -0.1 | -5 | 8 | -5 | 2.4
Nc1nc2cc3c(cc2cc1C(=O)NCc1cccnc1)OCO3 | . | . | 5 | 0.1 | -43 | -6 | 2 | 0.0
COc1cccc(C(=O)N2C[C@H]3[C@@H](c4ccccc42)[C@@H](CO)N3Cc2cccnc2)c1 | -4 | -7 | . | 0.3 | -21 | 7 | -2 | -0.1
CC(C)NC(=O)N(C)C[C@H]1Oc2ccc(NS(C)(=O)=O)cc2CC(=O)N([C@@H](C)CO)C[C@@H]1C | 1 | 1 | . | -1.5 | 5 | 11 | 6 | .

More results follow:
SMILES | esBAF inh | RAD54 inh | FN deposit inh | Xi reactivation | RAD52 inh | EWS-Fli block | S100A4 MyoIIA | E-selectin induc
COc1ccc(CCNC(=O)c2ccc(N3CCCCS3(=O)=O)cc2)cc1OC | -3 | -3 | 3 | 0.1 | -3 | -2 | -2 | .
O=C(Nc1ccc(F)cc1)N1CCCCN2[C@H](C1)[C@@H](c1ccc(-c3ccccc3F)cc1)[C@@H]2CO | . | 2 | . | . | 55* | -6 | 1 | .
Cc1cccc(C)c1NC(=S)NC(C)CCc1ccccc1 (configuration not stated) | 4 | 10 | 0 | 0.0 | -10 | 3 | 3 | .
O=C1COc2ccc(C(=O)COC(=O)CCSc3ccc(Cl)cc3)cc2N1 | . | . | 8 | 0.0 | -17 | 2 | -1 | .
CC(C)N(C(C)C)S(=O)(=O)c1ccc(NN)nc1 | -3 | 2 | 6 | -0.1 | -27 | -8 | -6 | .
NC(=O)C(c1ccc(Br)cc1)c1ccc(C(=O)c2ccccc2)cc1 (configuration not stated) | -11 | -3 | -2 | 0.2 | -14 | 15 | 1 | 0.3
CCC1Sc2ccc(S(=O)(=O)CCC(=O)Nc3cc(C)ccn3)cc2NC1=O (configuration not stated) | 0 | -10 | -7 | 0.1 | -15 | . | 0 | .
O=C1CC2(CCCCCC2)Oc2ccc(Cl)cc21 | 13 | 1 | -1 | -0.3 | 8 | -12 | -1 | -0.1
COc1ccc(N2CCN(C(=O)C3CCCN(S(=O)(=O)c4ccc(C)cc4)C3)CC2)cc1 (configuration not stated) | 2 | -1 | -3 | 0.1 | -4 | 14 | -1 | -0.1
CCOc1ccccc1N(CC(=O)Nc1ccc(S(=O)(=O)N2CCCC2)cc1)S(C)(=O)=O | . | -14 | . | 0.0 | -22 | . | -11 | 0.0
Cc1ccc(S(=O)(=O)Nc2ccc3c(c2)C(=O)N([C@H](C)CO)C[C@@H](C)[C@@H](CN(C)C(=O)NC(C)C)OCCCC[C@H](C)O3)cc1 | 1 | 2 | -4 | -0.1 | 9 | -10 | -4 | 0.3
C[C@H](CO)N1C[C@H](C)[C@H](CN(C)S(=O)(=O)c2ccc(F)cc2)OCCCC[C@H](C)Oc2ccc(NC(=O)c3ccccc3)cc2C1=O | 6 | 1 | 11 | 0.4 | -46 | 3 | 0 | 0.0
CCCCN=C1SC(C(=O)Nc2sc3c(c2C(=O)OC)CCC3)C(N)=C1C(=O)N1CCOCC1 (configuration not stated) | -1 | -7 | 4 | -0.1 | -12 | 3 | 1 | 1.6
O=C(CCc1nnc(CCCCc2ccccc2)o1)NCCN1CCCCC1=O | -6 | -6 | -26 | 0.0 | -10 | -3 | -4 | 1.2
O=S(=O)(N[C@@H]1CC[C@@H](CCn2cc(C3CC3)nn2)O[C@H]1CO)c1ccc(F)cc1 | -2 | -4 | . | -0.2 | 9 | -1 | 6 | -0.5
N#Cc1ccc(-c2ccc3c(c2)[C@@H]2[C@@H](CCN2C(=O)c2ccc(F)cc2)[C@@H](CO)N3)cc1 | -9 | 2 | 11 | 0.0 | . | 0 | . | 0.5
Cc1ccc(S(=O)(=O)NCCC(=O)OCC(=O)NCCc2ccccc2)cc1C | -9 | -11 | . | 0.0 | 18 | 0 | 10 | .
N#Cc1ccc(-c2ccc([C@H]3[C@@H](CO)N4C(=O)CN(C(=O)C5CCCC5)C[C@H]34)cc2)cc1 | . | . | 0 | -0.1 | -1 | -48 | 11 | 0.0
O=C(COc1coc(CN2CCc3ccccc3C2)cc1=O)Nc1cccc(F)c1 | 15 | 4 | -1 | 0.8 | -10 | -1 | -2 | .
O=C(O)COc1ccc(/C=N/NC(=O)C(O)(c2ccccc2)c2ccccc2)cc1 | -5 | -4 | -7 | 0.0 | -6 | -1 | -10 | 0.0
CCOC1=C2[C@@H](CN(S(=O)(=O)c3ccc(C)cc3)[C@H]2c2ccc(CC)cc2)[C@H]2C(=O)N(C)C(=O)[C@H]2C1 | -1 | 2 | -3 | 0.1 | -9 | -3 | 7 | 0.0
CCOC(=O)C1CCN(C(=O)c2cc(C)n(C(C)(C)C)n2)CC1 | 4 | 5 | -2 | 0.0 | -6 | -12 | 4 | .
COCCN(C(=O)COC(=O)CCS(=O)(=O)c1ccccc1)c1c(N)n(Cc2ccccc2)c(=O)[nH]c1=O | . | . | 3 | 0.0 | -16 | 1 | 0 | -0.5
Cc1c(Cl)cccc1N1C(=O)CC(NNC(=O)c2ccc3c(c2)OCO3)C1=O (configuration not stated) | -7 | -5 | 0 | 0.0 | -3 | -4 | -1 | -0.3
CN1C(=O)c2cc(NC(=O)C3CCCCC3)ccc2OC[C@@H]2O[C@H](CC(=O)NCCc3ccncc3)CC[C@@H]21 | 3 | 8 | -2 | -0.1 | -5 | -1 | -3 | 0.2

More results follow.
SMILES | esBAF inh | RAD54 inh | FN deposit inh | Xi reactivation | RAD52 inh | EWS-Fli block | S100A4 MyoIIA | E-selectin induc
CC(CN1CCCC1)OC(=O)C(c1ccccc1)c1ccccc1 (configuration not stated) | 6 | -14 | -2 | 0.0 | -8 | -1 | -5 | 0.1
CCCCNC(=O)C1(C)CCN1C(=O)c1ccc2sccc2c1 (configuration not stated) | 2 | -4 | 3 | 0.3 | -3 | -3 | 4 | 0.0
Cc1cc(C)c2cc(C)c3nnc(SCC(=O)NCc4ccc5c(c4)OCO5)n3c2c1 | -6 | 3 | 5 | . | -10 | . | 0 | .
CN(C)CC(=O)N[C@H]1C=C[C@@H](CC(=O)NCc2ccccc2F)O[C@H]1CO | 0 | 1 | -7 | -0.3 | -9 | -3 | -3 | -0.2
CCCNC(=O)[C@H]1[C@H](CO)[C@H]2Cn3c(ccc(-c4cccc(F)c4)c3=O)[C@@H]1N2C(C)=O | 1 | 19 | . | 0.1 | 6 | -11 | -21 | -0.4
Cc1cc(C(=O)NNC(=S)NCc2ccco2)n(C)n1 | -3 | -7 | 3 | . | . | . | . | -2.2

Just E-selectin induc and S100A4 MyoIIA, for 2 of the compounds above:
Molecule	E-selectin induc	S100A4 MyoIIA
CCCNC(=O)[C@H]1[C@H](CO)[C@H]2Cn3c(ccc(-c4cccc(F)c4)c3=O)[C@@H]1N2C(C)=O	-0.4	-21
Cc1cc(C(=O)NNC(=S)NCc2ccco2)n(C)n1	-2.2	.

Looked up above:
`CN(C)CC(=O)N[C@H]1C=C[C@@H](CC(=O)NCc2ccccc2F)O[C@H]1CO` @ FN deposit inh = -7
`CCCNC(=O)[C@H]1[C@H](CO)[C@H]2Cn3c(ccc(-c4cccc(F)c4)c3=O)[C@@H]1N2C(C)=O` @ esBAF inh = 1
`Cc1cc(C(=O)NNC(=S)NCc2ccco2)n(C)n1` @ esBAF inh = -3
`CC(CN1CCCC1)OC(=O)C(c1ccccc1)c1ccccc1` (configuration not stated) @ FN deposit inh = -2
